# High-throughput results from PubChem.
# NR2E3 ag-1: activates human photoreceptor nuclear receptor NR2E3 | Q9Y5X4 | inhibition of corepressor binding, % at 4.78 µM | GST-NR2E3/biotin-RetCOR TR-FRET, 1536-well | AID 2300 | actives 0.12% (n = 320,000);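 active means percent inhibition above the cutoff of mean plus 3 SD of all tested compounds, set per screening campaign, cut at about 20% in these data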;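 further: 0% = DMSO wells and 100% = biotin wells as full block of FRET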
# Target sequence (Q9Y5X4 whole entry, looked up): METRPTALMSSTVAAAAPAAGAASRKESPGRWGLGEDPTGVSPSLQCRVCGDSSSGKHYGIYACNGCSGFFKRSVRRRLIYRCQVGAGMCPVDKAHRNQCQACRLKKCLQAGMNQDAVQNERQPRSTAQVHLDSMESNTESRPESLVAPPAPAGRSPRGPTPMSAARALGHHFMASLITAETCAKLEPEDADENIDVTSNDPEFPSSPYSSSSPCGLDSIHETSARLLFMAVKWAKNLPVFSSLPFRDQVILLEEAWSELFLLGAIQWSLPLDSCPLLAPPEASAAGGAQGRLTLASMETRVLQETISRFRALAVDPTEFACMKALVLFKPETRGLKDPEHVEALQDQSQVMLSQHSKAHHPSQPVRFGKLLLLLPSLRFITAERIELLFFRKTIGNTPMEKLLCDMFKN
#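 Assay system: NR2E3–RetCOR corepressor complex. Quantity: 1.35 nM GST-NR2E3. Buffer or medium: pH 7.5 Tris-based buffer. Reagent: biotinylated RetCOR corepressor at 7 nM final. Schedule: 5 h at 4 °C. Detection: TR-FRET, emission read at 617 and 671 nm. Replicates: one well per compound, singlicate testing.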
# Peg3 prom inh: Peg3 promoter activity inhibition; HeLa PEG-Prom luciferase reporter, luminescence, overnight; actives 1.7% (n = 360,000); AID 588405; inhibition, % at 20 µM;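 active means inhibition of at least 50% at 20 µM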
# C8 TRAIL sens: sensitizes caspase-8 expressing cells to TRAIL | NB7+C8 cells + TRAIL, ATPlite viability luminescence | inhibition (viability loss, TRAIL sensitization), % at 10 µM | actives 1% (n = 360,000);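 active means compounds causing at least 50% loss of cell viability in the single-dose screen, relative to plate controls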
# iPSC survival up: hiPSC single-cell survival enhancement | ATPlite luminescence; 100% = ROCK inhibitor wells, 0% = DMSO | survival enhancement, % at 20 µM | AID 602274 | actives 0.044% (n = 360,000); in the data active means survival enhancement above about 18%;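 further: cells exposed to compounds for 16 hours before the ATP read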
# LMP1 NFkB inh: inhibitors of Epstein-Barr LMP1-induced NF-kappaB reporter; LMP1-induced NF-kappaB luciferase reporter cells, luminescence; inhibition, % at 12.5 µM; actives 0.69% (n = 350,000); AID 504558; in the data active means inhibition above about 41%;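 further: 0% = neutral control wells and 100% = reference inhibitor control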
# NR2E3 ag-2: agonists of human NR2E3 nuclear receptor | Q9Y5X4 | CHO-S Gal4-NCOR/VP16-NR2E3 two-hybrid, luciferase | inhibition of corepressor binding, % at 3.98 µM | actives 0.35% (n = 360,000) | AID 602229;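 active means inhibition above the mean of all tested compounds plus 3 SD, cut at about 70% in these data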;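 further: 0% = DMSO with NR2E3 transfected cells and 100% = cells lacking NR2E3 construct; higher means lower luciferase signal from less NR2E3 corepressor binding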
# Shn3 3UTR inh: Schnurri-3 reporter inhibition in Clone20 osteoblasts. Clone20 osteoblast Shn3 3'UTR firefly luciferase, 24 h. inhibition, % at 12.5 µM. actives 0.52% (n = 360,000). AID 588674;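 active means mean inhibition of at least 75% with every replicate also reaching 75%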;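 further: 0% = median of neutral control wells and 100% = pilot-screen positive control compound; some compounds past the cut are filed as inactive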
# CF NFkB inh: inhibitors of cystic fibrosis induced NF-kB | KKLEB NF-kB-GFP reporter, PAF-induced, GFP fluorescence overnight | inhibition, % at 5 µM | actives 0.86% (n = 360,000);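 active means at least 50% inhibition at 5 µM, scaled per plate between neutral and stimulator controls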;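 further: PAF is a Pseudomonas aeruginosa culture filtrate used as stimulus; plate controls were PAF-stimulated DMSO wells for no effect and unstimulated DMSO wells for full effect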
# HIF-2a inh: HIF-2a inhibition. inhibition, % at 18.8 µM. actives 0.72% (n = 360,000). 786-0 RCC cells HIF-2a reporter, luciferase luminescence, overnight;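 active means inhibition of the luminescence signal of 40% or more relative to plate controls, in a single-dose primary screen at 18.75 µM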
# TRPM1 prom inh: reduces MITF-dependent TRPM1 promoter luciferase signal | actives 0.83% (n = 330,000) | inhibition, % at 12.5 µM | SK-MEL-5 TRPM1 promoter luciferase, 24 h | AID 488899;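 active means mean inhibition across replicates of 60% or more, whatever share of single replicates reaches that level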; further: values of inactives mirror those of a sister screen read the other way
# KKLEB tox: counter-screen for CF NF-kB inhibitors: cytotoxicity; KKLEB CF airway cells viability, ATPlite luminescence, overnight; stronger effect = lower value; cells stimulated with P. aeruginosa culture filtrate; activity change (cytotoxicity), % at 5 µM; actives 0.36% (n = 360,000);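 active means corrected activity change at or below -50% at 5 µM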
# Numbers without * were called inactive; nt = no result given; & = joins results of further samples. An excerpt (hit frequency here may not be typical).
SMILES,NR2E3 ag-1,Peg3 prom inh,C8 TRAIL sens,iPSC survival up,LMP1 NFkB inh,NR2E3 ag-2,Shn3 3UTR inh,CF NFkB inh,HIF-2a inh,TRPM1 prom inh,KKLEB tox
CN(Cc1ccc(F)cc1)C(=O)c1cc(COc2ccc(-n3cncn3)cc2)on1,nt,6,-6,-0.4,-8,73*,55,6,-6,4,-15
Cc1ccc(C)c(NC(=O)COC(=O)c2ccc(S(=O)(=O)N3CCCCC3)cc2)c1,0,7,1,-2.4,1,-14,-18,-12,17,-2,4
CCOP(=O)(OCC)c1nc(/C=C/c2ccccc2)oc1NCc1ccc(OC)cc1,2,29,-1,1.0,1,-1,52,10,1,-12,-4
CN(C)C(CNc1ccc(C(F)(F)F)cn1)c1ccccc1 (centres undefined),3,-12,9,-0.3,3,-35,5,-13,-32,-18,-2
COc1cccc(/C=N/Nc2nc(Nc3ccccc3)nc(-n3nc(C)cc3C)n2)c1O,3,32,61*,6.2,-8,95*,60,-20,-94,29,-12
COc1cc(NC(=O)C2CC(=O)N(Cc3ccco3)C2)cc(OC)c1 (centres undefined),-1,5,-17,0.1,-7,12,5,18,19,5,-3
COc1cccc(-c2sc3ccc(OC)cc3c2C#CC2(O)CCCCC2)c1,6,0,1,6.4,-17,-5,20,31,-6,-11,-14
CCCn1c(=N)n(CC(=O)c2ccc(Cl)cc2)c2ccccc21,-1,66*,-10,-0.7,15,19,24,-11,7,16,-6
O=c1c2ccccc2nnn1COc1cccc(Cl)c1,3,-218,-2,-0.3,-11,-74,-69,-7,-230,-46,-6
CC(c1ccncn1)N(C)Cc1nc(Cc2ccccc2F)no1 (centres undefined),0,-4,-3,-0.7,2,1,-16,-20,4,1,-2
COc1ccc(/C=C(/NC(=O)c2ccccc2)C(=O)N2CCOCC2)cc1OC,2,-3,-3,-0.3,2,-15,-12,-12,8,6,2
CCCCOc1ccc(C2/C(=C(\O)c3ccc4c(c3)OCCO4)C(=O)C(=O)N2CCCN2CCOCC2)cc1 (centres undefined),6,1,8,1.2,6,-16,8,-10,-19,6,14
O=C(Cc1ccccc1)NC1CCSc2ccccc21 (centres undefined),-1,-7,-1,-0.5,-12,-24,8,6,-8,7,2
COc1ccc(C2(C(=O)N3CCOCC3)CCCC2)cc1,2,1,-6,-1.6,1,-5,-2,-12,11,-14,-2
COc1cc(OC)c(NC(=O)CCc2nc(-c3ccc(C)cc3)no2)cc1Cl,2,-84,10,0.7,-9,-11,-6,1,-160,-28,-5
Cc1[nH]n(C(N)=S)c(=O)c1N=Nc1ccc(S(=O)(=O)N2CCCCCC2)cc1,-1,-44,19,1.3,1,-13,-19,-19,-83,-6,12
Cc1cc(C(=O)Nc2nncs2)oc1C,3,-30,-2,-0.8,-5,-26,-8,-13,-33,-11,-8
O=C1C(Cl)=C(N2CCCCCC2)C(=O)N1c1ccccc1Cl,2,1,-12,-0.6,6,-39,5,6,-5,-7,7
Cc1ccc(-c2cnc(C(O)c3cc(C)cc(C)c3)[nH]2)cc1 (centres undefined),nt,23,-13,0.9,nt,-5,-13,19,-11,nt,-12
CNc1ncc(C(=O)c2ccc(Cl)cc2)s1,0,-257,7,0.3,-9,-52,-71,7,-142,-50,2
O=C(NNc1ccccc1[N+](=O)[O-])NC1CCCCC1,3,4,19,-0.8,6,0,3,-2,-1,2,3
O=C(CSc1cccc[n+]1[O-])c1ccc(-c2ccccc2)cc1,-1,-248,21,0.2,-33,-74,-103,-14,-240,-79,4
Cc1ccc(SCC(=O)N(C)C2CCS(=O)(=O)C2)cc1 (centres undefined),-1,5,0,2.4,-8,5,-8,8,6,11,3
COc1cc(C(=O)N2CCCCC2c2cc(C(=O)N3CCOCC3)no2)cc(OC)c1C (centres undefined),nt,11,-11,-0.7,nt,-12,-25,-3,11,nt,0
CCOC(=O)C1(Cc2ccc(Cl)cc2)CCN(C(=O)c2sc(C)nc2C)CC1,0,8,17,-2.0,14,14,15,-6,-2,8,-4
NNC(=O)c1ccccc1OCCOc1ccccc1,-1,10,7,0.0,-6,-20,-2,-9,9,19,-4
CCCc1cc(=O)[nH]c(Nc2ccc3c(c2)OCCO3)n1,4,-12,-3,-0.2,15,-1,31,1,-14,16,8
O=c1[nH]c(SCc2ccccc2Cl)nc2c1CCC2,1,0,7,0.2,0,-4,5,-4,-8,-2,5
Cc1cc(C)n(-c2nc(NCCCO)c3c4c(sc3n2)CCCC4)n1,3,-2,-16,0.6,7,24,14,17,-93,-17,-15
Cc1[nH]c(=O)[nH]c(=O)c1/C=C/C(=O)OCC(C)C,1,-1,-3,-2.5,6,18,3,-2,9,7,1

# Rewritten as tab-separated lines: entries from further up
SMILES	NR2E3 ag-1	Peg3 prom inh	C8 TRAIL sens	iPSC survival up	LMP1 NFkB inh	NR2E3 ag-2	Shn3 3UTR inh	CF NFkB inh	HIF-2a inh	TRPM1 prom inh	KKLEB tox
Cc1[nH]c(=O)[nH]c(=O)c1/C=C/C(=O)OCC(C)C	1	-1	-3	-2.5	6	18	3	-2	9	7	1
CNc1ncc(C(=O)c2ccc(Cl)cc2)s1	0	-257	7	0.3	-9	-52	-71	7	-142	-50	2

# More results:
SMILES,NR2E3 ag-1,Peg3 prom inh,C8 TRAIL sens,iPSC survival up,LMP1 NFkB inh,NR2E3 ag-2,Shn3 3UTR inh,CF NFkB inh,HIF-2a inh,TRPM1 prom inh,KKLEB tox
CNc1cncc(-c2ccc(OC)cc2OC)n1,nt,-25,-22,-1.8,nt,-4,9,6,-28,nt,13
CCCc1nnc(NC(=O)CSc2nnc(-c3ccco3)n2C)s1,-2,-5,-10,0.8,-1,0,-2,-1,10,7,7
CCOC(=O)CNC(=O)Cc1ccc(Cl)cc1,-1,-6,17,-0.5,0,5,22,8,12,-2,-9
CSc1oc(-c2ccccc2)nc1S(=O)(=O)c1ccc(F)cc1,6,5,-10,-0.9,-5,-1,-1,3,-26,1,1
CCCOC(=O)c1c(NC(=O)/C=C/c2cnn(C)c2C)sc(C(=O)OC)c1C,4,17,-2,3.1,-2,-32,-5,18,-8,-35,-10
NC(N)=S,nt,-7,-2,-0.5,-5,-27,-13,-17,-7,1,-28
O=C(CS(=O)(=O)Cc1ccccc1)N1CCN(Cc2ccc3c(c2)OCO3)CC1,1,13,6,-2.2,7,-3,16,-3,12,12,4
NS(=O)(=O)c1cc(Cl)c(Cl)c(S(N)(=O)=O)c1,-1,-6,-9,1.5,4,-12,1,4,-2,-9,-37
CCOC(=O)C1CCCN(C(=S)Nc2cc(C)cc(C)c2)C1 (centres undefined),-1,6,-13,3.9,9,7,-3,10,1,-1,-2
CCCCCCSc1cc(-c2nc3ccc(C)cn3c2NCc2ccccc2)ccc1OC,3,50,29&5,5.8&-2.8,-16,-2&-14,-4,53*,-52&-26,0,-3
COc1ccc(CNS(=O)(=O)c2cc3c(cc2Cl)NC(=O)CO3)cc1,0,6,5,-0.4,3,2,-1,-17,-2,nt,18
Cc1ccc(C(=O)CCC(=O)OC(C)C(=O)NC2CCCCC2C)cc1 (centres undefined),-1,1,-25,-0.4,3,-11,-5,-8,-10,5,-5
Cn1cc(CN2C[C@H]3CC[C@H]2C3)c(-c2ccccc2F)n1,10,12,4,-1.0,4,10,6,-5,18,-20,4
O=C(O)c1cccc(Nc2ccnc(Nc3cccc(C(=O)O)c3)n2)c1,-1,-35,-1,-0.6,58*,-128,-3,-22,32,34,21
C=CCSc1nc(O)c(CC)c(=O)n1C(C)CC (centres undefined),-3,8,-8,1.0,5,-1,-2,-1,5,-12,14
COc1cc2[nH]c(=O)n(CCC(=O)N3CCN(Cc4ccc5c(c4)OCO5)CC3)c(=O)c2cc1OC,1,9,-3,-0.8,-4,17,-11,-26,25,-2,8
COCCCn1c(=NC(C)=O)c(C#N)cc2c(=O)n3cccc(C)c3nc21,4,-4,13,1.0,nt,-13,-2,-33,11,nt,2
Nn1c(-c2cccc(O)c2)nnc1-c1cccc(O)c1,nt,6,12,1.3,-2,-9,-1,-10,10,1,11
Cc1cc(NC(=O)CS(=O)(=O)c2cn(C)c3ccccc23)no1,0,14,5,7.7,-8,-4,-16,0,8,10,5
CCCn1c(NC(=O)C2COc3ccccc3O2)nc2ccccc21 (centres undefined),2,-7,21,0.3,12,-9,0,10,1,22,-13
O=C(CSc1nc2scc(-c3ccco3)c2c(=O)n1-c1ccccc1)NCC1CCCO1 (centres undefined),-1,22,21,-1.0,3,-26,-4,4,9,-10,3
CC1(C)Cc2c(C#N)c(SCCC#N)nc(N3CCOCC3)c2CS1,-3,6,-5,1.9,-4,-24,11,31,17,-4,-24
COc1ccccc1C(CNC(=O)COc1ccccc1C)N1CCCC1 (centres undefined),0,13,29,-0.5,1,1,-9,-24,9,-1,8
COC(=O)c1ccc(C(=O)OC)c(NC(=S)N2CCOCC2)c1,-1,-13,2,-0.6,3,-6,19,-3,9,3,11
CN1CCN(CCCNC(=O)CCC(=O)N2CCOc3ccccc32)CC1,2,0,-11,4.6,-38,3,-17,-28,13,14,2
Cc1[nH]c(-c2ccc(F)cc2)cc1C(=O)N1CCN(c2cccc(Cl)c2)CC1,nt,41,0,0.3,-6,-6,-13,12,16,-2,2
CN(C)S(=O)(=O)c1ccc(Cl)c(C(=O)Nc2ccccc2[N+](=O)[O-])c1,1,9,-7,0.8,13,-6,-10,20,5,0,-14
OC(CN1CCCCC1)Cn1c2ccccc2c2cc(Br)ccc21 (centres undefined),3,37,2,-0.5,5,21,27,11,0,-16,-6
Cc1cccc(N2C(=O)c3ccccc3C2=O)n1,-1,6,-17,-0.3,nt,-3,5,-1,16,-35,6
O=C(NC1CC1)c1cccc(NC(=O)C2CCCC2)c1,nt,-13,13,2.2,-2,-9,-12,3,-5,3,-9
Cc1cc(C(=O)NNC(=O)c2ccc(Cl)cc2)c2ccccc2n1,1,-12,-3,-0.6,-5,-32,4,4,-9,5,-11
Cn1c(CNC(=O)CNS(=O)(=O)c2ccc(Cl)cc2)cc(=O)n(C)c1=O,2,-3,-27,-0.3,-6,-2,-28,-4,0,-10,10
CC(C)Cc1oc(C(=O)O)cc1CN1CCOCC1,1,2,-6,1.0,-5,-20,-9,9,10,5,4
O=C(NCc1cccc(C(F)(F)F)c1)c1cccc2c1C(=O)c1ccc(N3CCC(Cc4ccccc4)CC3)cc1S2(=O)=O,nt,-9,14,-2.8,6,-10,23,-29,5,14,-2
COc1ccc(NC(=O)C2CC(c3ccc(Cl)cc3)=NO2)cc1OC (centres undefined),-1,5,-1,0.7,1,5,8,0,15,-6,-8
CCN(CC)S(=O)(=O)c1ccc(N2CC(C(=O)N3CCOCC3)CC2=O)cc1 (centres undefined),0,3,-5,1.9,5,11,2,3,3,1,7
